Compound activity: PubChem, several laboratories
CRFBP-R2 block: antagonists of CRF-binding protein/CRF-R2 receptor complex | HEK293 CRF-R2/CRF-BP, CRF-induced calcium fluorescence | inhibition, % at 11.8 µM | 350,000 compounds, 0.59% hits;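 active means inhibition of the ligand-induced calcium signal above about 50% at the single tested concentration, limit read from the data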
M5 PAM: potentiates acetylcholine response at human M5 receptor; AID 624038; activation, % at 3 µM; P08912; CHO-K1 hM5, Fluo-8 calcium, ACh EC20 PAM; 0% = ACh EC20, 100% = ACh EC100; 360,000 compounds, 0.3% hits;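 active means activation above the run cutoff, the mean activation of all test compounds plus 3 SD, cut at about 18% in these data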
Target sequence (P08912 whole entry, looked up): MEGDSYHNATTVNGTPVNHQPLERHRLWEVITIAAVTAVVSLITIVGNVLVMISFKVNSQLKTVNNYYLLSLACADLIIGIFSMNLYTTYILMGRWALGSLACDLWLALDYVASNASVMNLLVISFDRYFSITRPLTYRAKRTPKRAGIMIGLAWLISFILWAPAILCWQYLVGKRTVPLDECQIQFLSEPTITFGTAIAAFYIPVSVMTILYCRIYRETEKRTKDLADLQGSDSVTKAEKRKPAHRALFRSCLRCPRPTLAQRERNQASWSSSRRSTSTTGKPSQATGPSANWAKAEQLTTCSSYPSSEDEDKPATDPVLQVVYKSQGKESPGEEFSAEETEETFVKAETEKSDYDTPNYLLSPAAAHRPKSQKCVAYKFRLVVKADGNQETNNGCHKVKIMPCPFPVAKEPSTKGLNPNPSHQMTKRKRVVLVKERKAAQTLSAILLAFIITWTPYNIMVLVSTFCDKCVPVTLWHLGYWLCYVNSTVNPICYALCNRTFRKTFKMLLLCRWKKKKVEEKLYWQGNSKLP
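system = human M5 receptor in CHO-K1 cells | reagent = EC20 acetylcholine as agonist stimulus | compound dosing = single-point, 3 µM nominal | incubation = Fluo-8 loading 80 min at 37 °C plus 30 min room temperature | detection = Fluo-8 calcium dye fluorescence, kinetic read | benchmarks = low control EC20 acetylcholine (0%), high control EC100 acetylcholine (100%)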
CHRM5 agonist: agonists of human muscarinic M5 receptor (CHRM5); P08912; CHO-K1 hM5 cells, Fluo-8 calcium fluorescence; 0% DMSO wells, 100% maximal acetylcholine response; activation, % at 3 µM; 360,000 compounds, 0.19% hits;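 active means activation above the run's mean over test compounds plus 3 SD, cut at about 23% in these data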;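 further: signal is peak over basal fluorescence ratio across the kinetic read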
CRFBP-R2 agonist: CRF-BP/CRF-R2 complex agonism | HEK293 CRF-R2/CRF-BP, calcium dye fluorescence (FLIPR); percent of saturating CRF peptide response | activation, % at 13.2 µM | 350,000 compounds, 0.46% hits | AID 588473;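 active means activation of at least 50%, plus an integration ratio under a set limit after plate pattern correction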;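 further: plate controls were neutral control wells without compound for no effect and CRF at EC100 for full effect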
TAAR1 agonist: agonists of human TAAR1; Q96RJ0; CHO RD-HGA16 TAAR1, Fluo-8 calcium fluorescence; vehicle wells 0%, saturating PEA agonist 100%; activation, % at 3 µM; 360,000 compounds, 0.99% hits; AID 624467;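 active means activation above the mean activation of all test compounds in the run plus 3 SD, cut at about 38% in these data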
Target sequence (Q96RJ0 whole entry, looked up): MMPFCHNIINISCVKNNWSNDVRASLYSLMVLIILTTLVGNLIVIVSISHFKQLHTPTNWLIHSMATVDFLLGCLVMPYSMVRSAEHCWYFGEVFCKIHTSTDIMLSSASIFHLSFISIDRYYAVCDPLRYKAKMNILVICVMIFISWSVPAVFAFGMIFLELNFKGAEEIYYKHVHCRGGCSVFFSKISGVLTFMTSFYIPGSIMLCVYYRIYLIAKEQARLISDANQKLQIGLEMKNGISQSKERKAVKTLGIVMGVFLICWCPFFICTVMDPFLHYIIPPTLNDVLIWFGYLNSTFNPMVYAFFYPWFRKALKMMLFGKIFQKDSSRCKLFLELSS
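Assay system – CHO-derived RD-HGA16 cells with stable Gα16 and human TAAR1 · Compound dosing – one-point dosing at 3 µM (nominal) · Incubation – 17-24 h seeding, 75 min 37 °C dye, 30 min RT · Measured by – kinetic Fluo-8 calcium fluorescence · Control set – DMSO vehicle as 0%, PEA at EC100 as 100% · Repeats – single well for each compound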
TAAR1 antagonist: antagonists of human TAAR1 | CHO RD-HGA16 TAAR1, Fluo-8 calcium fluorescence, antagonist | inhibition, % at 3 µM | 360,000 compounds, 1.5% hits | AID 624466;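 active means inhibition above a per-plate cutoff, the mean inhibition of test compounds on that plate plus 3 SD, cut at about 49% in these data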;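 further: 0% = DMSO plus EC80 beta-PEA response and 100% = DMSO alone without agonist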
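Test system: RD-HGA16 CHO cells with stable hTAAR1 and Gα16 / Probe or stimulus: EC80 β-phenethylamine stimulus / Times: seeding 17-24 h prior, 75-min 37 °C, 30-min RT dye loading / Detection: Fluo-8 calcium-sensitive fluorescence / Read-out basis: % inhibition scaled between DMSO and EC80 PEA controls / Repeats: singlicate, one well per test compound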
CHRM4 PAM: positive allosteric modulators of human muscarinic M4 receptor; activation, % at 3 µM; CHO-K1 hM4/Gqi5, Fluo-8 calcium fluorescence, ACh EC20; 0% = ACh EC20, 100% = maximal ACh; 360,000 compounds, 0.4% hits; P08173;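 active means activation above its plate's cutoff, the mean activation of sample wells plus 3 SD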; further: some results filed as inactive read as strong as hits
M5 antag: antagonists of human muscarinic M5 receptor (CHRM5). CHO-hM5 cells, Fluo-8 calcium fluorescence, ACh EC80. inhibition, % at 3 µM. 360,000 compounds, 0.59% hits;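 active means inhibition above a per-plate cutoff, the mean of that plate's test compounds plus 3 SD, cut at about 27% in these data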;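 further: 0% = acetylcholine EC80 with DMSO and 100% = DMSO without agonist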
M1 PAM parental: counter-screen for M1 PAMs: effect in parental CHO-K1 cells | ATP EC20, Fluo-8 calcium fluorescence; 0% at ATP EC20, 100% at ATP max | activation, % at 3 µM | 360,000 compounds, 0.02% hits | AID 602247;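 active means activation above the run cutoff, the mean activation of all test compounds plus 3 SD, cut at about 40% in these data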;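 further: peak over basal fluorescence ratio in a 140 s read after ATP addition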
* = called active by the depositor; . = not tested or not shown.

structure	CRFBP-R2 block	M5 PAM	CHRM5 agonist	CRFBP-R2 agonist	TAAR1 agonist	TAAR1 antagonist	CHRM4 PAM	M5 antag	M1 PAM parental
Cc1ccc(S(=O)(=O)N2CCC(=O)N(C(COCc3cccc(Cl)c3)Cc3ccccc3)CC2)cc1 (stereo not drawn)	0	-2	0	4.1	4	28	-10	-8	18
O=C(NC1(C(=O)O)CCCC1)C(Cl)Cl	-3	0	2	-0.3	0	0	0	9	9
COc1ccc(NC(=O)CN2CCN(Cc3ccccc3)CC2)cc1	5	-8	-5	-1.1	7	-6	0	16	8
Cn1nc(-c2ccc(OCC(=O)Nc3ccccc3)cc2)c2ccccc2c1=O	9	-14	-1	-0.7	10	27	-15	4	7
C=CCn1c(CCNC(=O)c2cccs2)nnc1SCC(=O)Nc1cccc(C(C)=O)c1	-5	-1	-1	0.8	2	2	2	-3	-11
C/C(=N\Nc1cccc([N+](=O)[O-])c1)c1cc2ccccc2o1	4	-4	-5	-1.6	-1	33	10	-8	16
Cc1ccc(/C(N)=N/OC(=O)COc2cccc3ccccc23)cc1	-6	0	-1	2.6	4	-16	-3	-1	4
O=C(OCc1nc2ccccc2s1)C1CCN(S(=O)(=O)c2cccs2)CC1	6	-14	-11	3.4	11	24	-6	1	7
Cc1ccc(C(=O)/C=C2\NCCNC2=O)cc1	6	6	-6	-3.1	3	-25	2	-4	16
COCCNC(=O)/C(C#N)=C/c1c(N2CCN(c3ccccc3)CC2)nc2c(C)cccn2c1=O	23	-13	-4	-1.6	7	32	-1	7	-5
Cc1ccc(NC(=O)COC(=O)CN2CCSC2=O)cc1F	3	0	0	-1.2	7	2	2	0	6
Cc1noc(C)c1C(=O)Nc1nc(-c2ccc([N+](=O)[O-])cc2)cs1	-11	-14	3	-0.3	8	57*	-9	15	-3
O=C(CSc1nnc(-c2cccnc2)n1-c1ccccc1)Nc1ccccc1	-2	3	2	3.3	9	-14	1	2	9
Cn1cc(/C=N/n2cnc3scc(-c4ccc(Cl)cc4)c3c2=O)c2ccccc21	-5	1	-6	-0.9	5	9	1	6	-1
CCc1cc2c(=O)n(Cc3ccco3)c(SCC(=O)NCC3CCCO3)nc2s1 (stereo not drawn)	-10	-3	-4	1.4	8	24	-7	0	-15

Continued; it opens with the 3 that closed the last part.
structure	CRFBP-R2 block	M5 PAM	CHRM5 agonist	CRFBP-R2 agonist	TAAR1 agonist	TAAR1 antagonist	CHRM4 PAM	M5 antag	M1 PAM parental
O=C(CSc1nnc(-c2cccnc2)n1-c1ccccc1)Nc1ccccc1	-2	3	2	3.3	9	-14	1	2	9
Cn1cc(/C=N/n2cnc3scc(-c4ccc(Cl)cc4)c3c2=O)c2ccccc21	-5	1	-6	-0.9	5	9	1	6	-1
CCc1cc2c(=O)n(Cc3ccco3)c(SCC(=O)NCC3CCCO3)nc2s1 (stereo not drawn)	-10	-3	-4	1.4	8	24	-7	0	-15
Cc1ccc(-c2nc(S(=O)(=O)c3ccccc3)c(SCC(=O)NCC3CCCO3)o2)cc1 (stereo not drawn)	-2	0	0	-0.7	2	1	3	8	10
Cc1ccc(C)c(N(C)C(=O)CCS(=O)(=O)c2cccc3nonc23)c1	-2	-1	-3	-0.7	2	-14	-1	12	-13
CC(C)(C)c1cc(C(=O)NN)n(Cc2ccc(F)cc2)n1	-6	-26	1	-0.2	7	46	-37	16	3
COc1ccccc1OCCNC(=O)CN1C(=O)NC2(CCCCC2)C1=O	4	-5	3	0.0	1	-8	3	0	6
CC(C)(COC(=O)Nc1ccccc1)COC(=O)Nc1ccccc1	-7	-1	-5	-2.8	-2	1	-9	4	10
CC(C)SCCCOc1ccc(C(C)(C)C)cc1	-23	-8	3	1.5	4	3	6	1	22
Cc1coc2c(C)c3oc(=O)c(CC(=O)N[C@@H](CC(C)C)C(=O)O)c(C)c3cc12	-5	1	-2	0.0	3	-3	-3	4	-19
Cc1nc2ccccn2c1/C(O)=C1\C(=O)C(=O)N(CCN(C)C)C1c1cccnc1 (stereo not drawn)	4	-7	-2	0.5	5	-13	9	14	-2
O=C(O)Cc1sc(-c2cccnc2)nc1-c1ccc(Br)cc1	-21	-17	0	5.4	3	4	-4	12	18
CC(C)CCNC(=O)NC(=O)CSc1nnc(-c2ccccc2Br)o1	1	-2	0	-2.2	-2	-38	-5	-2	21
COc1cc(C(=O)c2ccccc2)c([N+](=O)[O-])cc1OC	22	-6	-2	-4.3	3	-9	-4	16	-1
CCC(C)(C)NC(=O)CN(Cc1cccs1)C(=O)CNS(=O)(=O)c1ccc(F)cc1	1	17	-3	-1.5	6	10	14	-12	16
CSc1nn(-c2ccc(C(=O)OCC(=O)NC(=O)NC(C)C)cc2)c(=S)s1	-11	-3	-5	-1.7	2	-20	5	-1	20
NNC(=O)c1cc2cc(OC(F)(F)F)ccc2[nH]1	8	2	3	-0.4	1	2	8	5	-15
CCN(CC(=O)Nc1ccc2c(c1)OCO2)S(=O)(=O)c1ccccc1	-19	-1	0	0.3	5	7	-6	-5	-9

Other structures
structure	CRFBP-R2 block	M5 PAM	CHRM5 agonist	CRFBP-R2 agonist	TAAR1 agonist	TAAR1 antagonist	CHRM4 PAM	M5 antag	M1 PAM parental
C/C(=N\NC(=O)c1cc(Br)ccc1O)c1ccccn1	9	9	-1	5.7	3	-40	2	-13	-3
S=C(NCc1ccco1)Nc1cccc(Cl)c1Cl	6	-4	-12	-0.8	12	4	2	18	-6
CCOC(=O)NC(=O)CSc1ccc(S(=O)(=O)N2CCCCC2)cn1	4	-5	0	2.0	5	-29	17	2	9
COc1ccc(OC)c(S(=O)(=O)N2CCCC(N3CCN(c4ccccc4)CC3)C2)c1 (stereo not drawn)	-4	-3	-4	-2.3	2	-25	-1	3	17
CC1(C(=O)O)CCC(C(=O)N2CCCCC2)C1(C)C (stereo not drawn)	4	3	-2	1.2	1	-2	-4	10	13
CC(=O)Nc1ccc(C(=O)COC(=O)C2CCCCC2)c(F)c1	8	-3	12	3.0	7	17	2	13	2
Cc1cccc(Nc2ncc3c(n2)CC(c2ccco2)CC3=O)c1 (stereo not drawn)	3	0	-5	0.4	3	-27	10	-5	25
Cc1[nH]c2ccc(C(C)C)cc2c1CC(=O)O	1	6	-3	3.2	2	-33	2	2	-8
Cc1ccc(S(=O)(=O)NCC(=O)OCC(=O)NCc2ccco2)cc1	4	4	2	0.2	0	-23	-3	7	0
COC(=O)c1cc(S(=O)(=O)NCC2CCN(Cc3cc(C)ccc3C)CC2)cn1C	-19	15	-7	0.8	1	-26	-6	-21	4
CNC[C@@H]1OCc2ccccc2-c2c(n(C)c3ccccc23)C(=O)N([C@H](C)CO)C[C@H]1C	-14	0	-2	0.3	0	-6	2	3	11
Cc1ccc(O)c(NC(=O)c2onc(C)c2Cl)c1	7	6	0	-1.5	7	-22	3	2	-5
CC(=O)Nc1ccc(NC(=O)COC(=O)Cc2c[nH]c3ccccc23)cc1	-16	-1	-1	-4.5	2	-2	-3	0	-5
CN1CCN(S(=O)(=O)c2cccc(C(=O)NCCC3=CCCCC3)c2)CC1	4	0	-4	-1.0	1	-24	8	6	5
c1ccc(-c2cc3ncccc3cn2)cc1	2	-9	3	-1.5	7	4	14	4	-6

More structures follow.
structure	CRFBP-R2 block	M5 PAM	CHRM5 agonist	CRFBP-R2 agonist	TAAR1 agonist	TAAR1 antagonist	CHRM4 PAM	M5 antag	M1 PAM parental
O=C(O)CN1CCN(Cc2ccccc2F)C1=O	4	7	0	-0.1	12	10	2	5	17
COc1ccccc1N1C(=O)C=C(Sc2nc(C)cc(C)n2)C1=O	7	-8	2	-0.4	1	-26	-8	10	6
O=C(CC1C(=O)NCCN1Cc1cccc(Oc2ccccc2)c1)NCCc1cscn1 (stereo not drawn)	12	8	-1	-0.1	15	2	-3	-3	-4
COc1cccc(O)c1CN1CCC(C(=O)Nc2ccc(-c3cccc(C)c3)cc2)CC1	-13	2	4	-0.9	53*	34	-6	10	18
Cc1ccc(N(CC(=O)NCc2cccnc2)S(C)(=O)=O)cc1C	-4	-2	-2	2.5	1	-24	7	12	-5
CN=C1CC(SC)=C1c1ccc(C)cc1	32	3	-2	1.1	5	3	-2	-1	1
CCCCCCn1c(CN2CCN(CCO)CC2)nc2c1c(=O)n(C)c(=O)n2C	20	-3	-1	-0.5	5	-6	7	5	-7
CCOC(=O)C1CCN(C(=O)CN(C)S(=O)(=O)c2cc(C)ccc2OC)CC1	-16	4	2	1.6	1	10	1	-2	-3
COc1cc(CC(=O)OCC(=O)Nc2ccc3c(c2)OCCO3)cc(OC)c1OC	17	-4	2	-0.3	5	14	-3	4	-13
Cc1cc(Cl)ccc1Oc1ncnc2oc(-c3ccccc3)cc12	-18	-2	-1	1.2	0	1	-3	-4	16
CCCc1nc2oc(C(=O)c3ccccc3)c(N)c2c2c1COC(C)(C)C2	-4	-2	0	-0.2	-4	-5	11	-2	8
CCOC(=O)[C@]12CCCC=C1N(Cc1cccc3ccccc13)C(=O)[C@H](CC(=O)NCCCN1CCCC1=O)C2	.	-10	0	.	1	3	-2	-2	15
Cc1cccc(C)c1OCc1cc(C(=O)N(Cc2nccn2C)C(C)C)no1	21	-5	-2	-2.4	3	-11	0	11	5
COc1ccc(CCC(=O)NC2CCCCC2)cc1	4	1	-2	0.2	1	-3	3	-7	-3
COc1cc(OC)nc(Oc2ccccc2/C=N/O)n1	-20	10	0	-4.3	3	-23	2	4	3

Later entries:
structure	CRFBP-R2 block	M5 PAM	CHRM5 agonist	CRFBP-R2 agonist	TAAR1 agonist	TAAR1 antagonist	CHRM4 PAM	M5 antag	M1 PAM parental
O=C(NCCCNc1ccc(C(F)(F)F)cc1[N+](=O)[O-])c1cc(F)c(F)cc1Cl	13	-13	2	-0.9	2	20	-3	10	14
CCCC(=O)N=c1sc2c(OC)ccc(OC)c2n1C	-6	3	1	-3.9	4	-16	11	-8	-12
O=C(c1ccc(F)cc1F)N1CCCC(c2nc(-c3ccc(F)cc3)no2)C1 (stereo not drawn)	6	-9	4	-2.5	2	5	-7	4	13
C[C@H](NC(=O)c1ccccc1Cl)C(=O)OCC(=O)NNC(=O)c1cccs1	0	-4	6	-0.1	3	7	12	1	-7
O=C(CSCC(=O)Nc1ccc2ccccc2c1)NCc1ccccc1	-3	-9	-5	-0.9	8	2	-3	-4	18
COc1ccc(CCNC(=O)CCS(=O)(=O)c2ccc3c(c2)NC(=O)C(C)S3)cc1OC (stereo not drawn)	-3	-9	-1	-0.1	2	-6	-2	14	15
CC(C)(C)c1nc(NCC2CCCO2)c2nnn(Cc3ccccc3)c2n1 (stereo not drawn)	-32	-1	1	1.9	15	-24	4	8	18
CCNc1nc(NC(C)C)nc(OCC)n1	-10	2	0	5.0	9	9	-4	0	11
